bIAP inh: bovine intestinal alkaline phosphatase inhibitors, primary screen, selectivity assay for TNAP inhibitor project, biochemical, bovine IAP, CDP-star luminescence | inhibition, % at 20 µM | purified bovine IAP, 30 min | alkaline phosphatase, intestinal [Bos taurus] | 190,000 tested, under 10 active;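 active = over 50% inhibition of intestinal alkaline phosphatase at 20 µM in the single-dose screen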
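System: Purified bovine intestinal alkaline phosphatase (IAP) enzyme | Input: IAP diluted 1/65,000,000 in the well | Also added: CDP-star chemiluminescent phosphatase substrate, 30 µM final | Dosing: 20 µM single dose | Times: Enzyme reaction for 30 min at room temperature | Detection: Luminescence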
TNAP act hi DEA: TNAP activators at high phosphate acceptor level, primary screen, biochemical, luminescence, uHTS | 200,000 tested, under 10 active | Alkaline phosphatase, tissue-nonspecific isozyme (Homo sapiens), P05186 | purified TNAP, CDP-star luminescence, 1 M DEA, 30 min; hits give high values; 0 = EDTA background, 1 = DMSO-only activity | activation factor at 20 µM | AID 1136, 2008;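 active = activation factor at least 2 at 20 µM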
Target sequence (P05186 whole entry, looked up): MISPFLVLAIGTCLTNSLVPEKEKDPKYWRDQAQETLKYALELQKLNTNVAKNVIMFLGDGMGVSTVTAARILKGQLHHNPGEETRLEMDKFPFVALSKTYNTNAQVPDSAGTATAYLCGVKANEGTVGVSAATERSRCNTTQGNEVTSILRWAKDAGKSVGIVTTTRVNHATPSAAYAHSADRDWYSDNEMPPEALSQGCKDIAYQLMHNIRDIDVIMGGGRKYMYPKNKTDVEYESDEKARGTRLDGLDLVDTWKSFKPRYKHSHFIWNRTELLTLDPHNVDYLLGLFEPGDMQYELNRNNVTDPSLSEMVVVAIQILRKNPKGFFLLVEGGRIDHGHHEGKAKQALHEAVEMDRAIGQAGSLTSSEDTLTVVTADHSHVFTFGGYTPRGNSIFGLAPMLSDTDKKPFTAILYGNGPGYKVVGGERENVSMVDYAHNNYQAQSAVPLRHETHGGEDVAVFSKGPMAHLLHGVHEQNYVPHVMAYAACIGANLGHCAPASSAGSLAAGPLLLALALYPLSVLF
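Assay system: human TNAP; Input: enzyme diluted 1/800 final; Reagent: CDP-star luminogenic substrate at 100 µM final; Timing: 30 min, room temperature; Signal: luminescence; Evaluation: TNAP activation factor scaled between EDTA and DMSO control wells.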
FLuc inhib CS: firefly luciferase enzyme inhibitors, primary screen, artefact control for luciferase-based inhibitor screens, biochemical, luminescence, ATPLite; Luciferin 4-monooxygenase (Photinus pyralis), P08659; 10 min; inhibition, % at 10 µM; 1.5% of 200,000 active;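 active = inhibition above about 50% when tested at 10 µM, limit read from the data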
Target sequence (P08659 whole entry, looked up): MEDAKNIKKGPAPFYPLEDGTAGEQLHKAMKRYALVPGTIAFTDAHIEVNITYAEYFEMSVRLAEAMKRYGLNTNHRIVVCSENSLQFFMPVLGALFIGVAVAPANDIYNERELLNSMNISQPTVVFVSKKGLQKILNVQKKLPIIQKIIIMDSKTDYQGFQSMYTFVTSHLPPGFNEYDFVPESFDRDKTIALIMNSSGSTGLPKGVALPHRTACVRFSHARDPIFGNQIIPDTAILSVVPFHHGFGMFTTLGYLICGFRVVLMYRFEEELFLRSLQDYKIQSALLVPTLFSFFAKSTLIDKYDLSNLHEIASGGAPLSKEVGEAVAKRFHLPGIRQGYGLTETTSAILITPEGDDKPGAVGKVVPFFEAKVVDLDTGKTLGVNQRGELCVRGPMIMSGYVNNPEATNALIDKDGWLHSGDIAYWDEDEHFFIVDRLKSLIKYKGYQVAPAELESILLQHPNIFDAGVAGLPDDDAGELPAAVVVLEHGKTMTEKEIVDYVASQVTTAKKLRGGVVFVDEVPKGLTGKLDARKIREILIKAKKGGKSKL
TNAP inh hi DEA: human TNAP enzyme inhibitors, primary screen, biochemical, luminescent, high phosphate acceptor level, uHTS | Alkaline phosphatase, tissue-nonspecific isozyme (Homo sapiens), P05186 | purified TNAP, CDP-star luminescence, 1 M DEA | inhibition, % at 20 µM | 0.03% of 200,000 active | AID 1135, 2008;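 active = over 50% inhibition of tissue-nonspecific alkaline phosphatase at 20 µM in the single-dose screen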;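 also: plate controls were DMSO wells for no effect and EDTA-quenched wells as full inhibition for full effect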
FLuc stim CS: FLuc activators, initial screening, artefact control for FLuc-dependent activation tests, biochemical, ATPlite luminescence; AID 1027, 2008; ATPlite luciferase biochemical, 10 min; 0 = ATP-free wells, 1 = DMSO control; 200,000 tested, under 10 active; activation factor at 10 µM;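 active = luciferase activation factor, scaled between plate controls, of at least 2 with compound at 10 µM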
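Assay system – cell-free luciferase reagent · Medium – PBS-based ATP solution · Dosing – test compounds dosed from 2 mM stocks in 100% DMSO · Timing – 10 min, room temperature · Technique – light output (luminescence) · Measure – luminescence gain marking luciferase activators · Controls – No-ATP low control, compound-free enzyme-plus-ATP high control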
RAM network inh: inhibitors of the yeast RAM network, primary screen, dse1pr::URA3 reporter, 5-FOA selection; S. cerevisiae dse1pr::URA3 reporter, 5-FOA growth OD615, 2 d; analog-sensitive cbk1-as2 kinase mutant strain; inhibition, % at 50 µM; 1.8% of 190,000 active;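 active = inhibition above a set limit, 3 SD over mean compound inhibition, cut at about 8.4% in these data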;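 also: 0% = DMSO-only wells with no growth and 100% = 10 µM 1-NA-PP1 full growth; inhibition rescues growth on 5-FOA so higher OD means more RAM inhibition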
bIAP act: bovine intestinal alkaline phosphatase activators, primary screen, biochemical, bovine IAP, CDP-star luminescence; alkaline phosphatase, intestinal [Bos taurus]; 0.17% of 200,000 active; AID 1016, 2008; activation factor at 20 µM; purified bovine IAP, 30 min; hits give high values; fold of DMSO-control signal, blank-subtracted;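 active = activation factor of 2 or more at 20 µM, a signal rise over negative controls twice the positive control's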
Lmaj promast: Leishmania major promastigote growth inhibition, primary screen | Leishmania major promastigotes, resazurin fluorescence viability | inhibition, % at 10 µM | 9% of 200,000 active; in the data active = inhibition above about 50%;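 also: promastigotes grown with compound for 44 hours at 28 °C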
TNAP inh no acc: human TNAP enzyme inhibitors, primary screen, biochemical, luminescent, no phosphate acceptor, uHTS; inhibition, % at 20 µM; Alkaline phosphatase, tissue-nonspecific isozyme (Homo sapiens), P05186; purified TNAP, CDP-star luminescence, 30 min; AID 1012, 2008; 0.26% of 200,000 active;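 active = tissue-nonspecific alkaline phosphatase inhibition above about 50% at 20 µM in the single-dose screen, limit read from the data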;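 also: 0% = DMSO negative control and 100% = EDTA positive control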
APP 5UTR inh: inhibitors of APP translation via 5'UTR reporter, primary screen, APP 5'UTR luciferase, SH-SY5Y cells. SH-SY5Y APP 5'UTR-luciferase reporter, luminescence. inhibition, % at 2 µM. 0.82% of 190,000 active. AID 1285, 2008;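 active = inhibition above a set limit, derived from the sample mean plus 3 SD, cut at about 45% in these data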; also: values of inactives mirror those of a sister screen read the other way
Starred values were filed as active, the others as inactive; nt = not tested or not shown; & = joins results of further samples. Compounds as they come, and some 13% of all compounds hit somewhere here.

The opening 2 records, to show the layout:
nr	Molecule	bIAP inh	TNAP act hi DEA	FLuc inhib CS	TNAP inh hi DEA	FLuc stim CS	RAM network inh	bIAP act	Lmaj promast	TNAP inh no acc	APP 5UTR inh
1	C=CCn1c(O)c(CN2CCOCC2)c(C)c(C#N)c1=O	9	1.1	-7	-8	1.1	nt	0.9	-2	-16	15
2	CC1=C(C#N)C(c2cccnc2)C2=C(CCCC2=O)N1 (stereo not given)	1	1	-9	-2	1.1	0.2	1	-1	-6	9

The listing, previewed entries included:
nr	Molecule	bIAP inh	TNAP act hi DEA	FLuc inhib CS	TNAP inh hi DEA	FLuc stim CS	RAM network inh	bIAP act	Lmaj promast	TNAP inh no acc	APP 5UTR inh
1	C=CCn1c(O)c(CN2CCOCC2)c(C)c(C#N)c1=O	9	1.1	-7	-8	1.1	nt	0.9	-2	-16	15
2	CC1=C(C#N)C(c2cccnc2)C2=C(CCCC2=O)N1 (stereo not given)	1	1	-9	-2	1.1	0.2	1	-1	-6	9
3	Cc1ccc(S(=O)(=O)c2ccc(Oc3ccccc3)cc2)cc1	15	1.1	-4	-5	1	4.9	0.9	-3	-9	-6
4	N#Cc1ccc(-c2ccccc2)nc1SCC(=O)c1cc2ccccc2oc1=O	6	1	-4	1	1	1.4	0.9	-2	-5	-1
5	COc1cc(/C=N\NC(=O)CNC(=O)c2cccc([N+](=O)[O-])c2)ccc1O	11	1	1	2	1	1.8	0.9	9	-6	13
6	CC(=O)c1ccc(Oc2ccc(C(C)=O)cc2)cc1	3	1.1	-6	-6	1.1	0.3	1	0	-11	-50
7	CCN(CC)S(=O)(=O)c1cccc(S(=O)(=O)c2cccc(S(=O)(=O)N(CC)CC)c2)c1	12	1	-2	0	1	nt	0.9	35	-6	-12
8	COc1cc(-c2nnc(SCC(=O)N(Cc3ccccc3)C(C)(C)C)o2)cc(OC)c1OC	1	1	-5	-2	1.1	5.5	1	10	0	-2
9	COc1c(C(=O)Nc2ccc(Cc3ccncc3)cc2)ccc2ccccc12	-15	1	2	-2	1	-1.1	1.1	18	-3	10
10	COc1ccc(C(=O)c2sc3nc(C)cc(-c4cccs4)c3c2N)cc1OC	-4	1	-5	-2	1.1	3.6	1	6	-2	-23
11	CCOC(=O)c1c(C)nn(Cc2cccc(Cl)c2)c1N	18	1	-3	-1	1	2.4	0.8	18	-4	-6
12	Cc1ccccc1NC(=O)c1ocnc1C	12	1	-2	-5	1	1.1	0.9	-9	-13	-17
13	CCOCN(C(=O)Cn1c(C(C)O)nc2ccccc21)c1c(C)cccc1CC (stereo not given)	-9	1	0	-2	1	0.1	1.1	2	-7	-13
14	Cc1onc(NC(=O)c2ccc(Cl)cc2Cl)c1Br	7	1	12	-3	0.9	0.9	0.9	3	-7	-59
15	CC(C)(C)CN1CCNC(=O)C1CC(=O)NCCc1ccccc1F (stereo not given)	-7	1	1	-4	1	1.5	1.1	-4	-8	7
16	CCN=C(NCC)SC1CC(=O)N(c2cccc(OC)c2)C1=O (stereo not given)	-8	1	0	-5	1	3.0	1.1	-6	-7	-3
17	Brc1ccc(CSc2nnc(-c3ccccn3)n2Cc2ccco2)cc1	1	1.1	-9	-10	1.1	2.2	1	10	-5	4
18	Clc1ccc2nc(-c3ccncc3)cc(-c3ccccc3)c2c1	-4	1	4	3	1	2.6	1	20	4	1
19	O=C(NCc1ccco1)c1cc2c(s1)CCCCC2	8	1.1	32	-6	0.7	0.2	0.9	2	-9	-75
20	COc1ccc(N2CCN(C(=O)c3ccc4c(c3)OCO4)CC2)cc1	-1	1	-5	-5	1	1.2	1	-2	-3	-2
21	CCN(CC)CC(=O)Nc1ccc2c(c1)N(C(=O)CN(CC)CC)c1ccccc1CC2	-1	1	-1	-2	1	-1.1	1	99*	-6	nt
22	CCn1cc(C(=O)N2CCCc3ccccc32)c2cc(OC)c(OC)cc2c1=O	-5	1.1	-7	-6	1.1	5.9	1	5	-11	-3
23	Cc1ccc(-c2nc3c(c(=O)[nH]c(=O)n3Cc3ccccc3)n2C)o1	-9	1	0	2	1	1.3	1.1	-4	-6	28
24	CC1(C)C=Cc2c(c3ccccc3[nH]c2=O)O1	8	1	0	-1	1	1.4	0.9	6	-9	-11
25	COCc1cc(CN2CCCC2)c(O)c2ncccc12	-59	1.1	-2	-8	1	2.0	1.6	100*	-13	20
26	COc1ccc(C(=O)N(Cc2ccc(N(C)C)cc2)C2CCS(=O)(=O)C2)cc1 (stereo not given)	-13	1	0	-2	1	0.1	1.1	-4	-6	-2
27	O=C(N/N=C/c1ccco1)c1cc(-c2ccc(Cl)s2)[nH]n1	-26	0.8	6	15	0.9	3.6	1.3	33	54*	13
28	O=P(COCCO)(c1ccccc1)c1ccccc1	13	1.1	-8	-7	1.1	0.5	0.9	-7	-12	-5
29	COCCCNC(=O)c1ccc(N(C)S(C)(=O)=O)cc1	11	1	1	-2	1	0.0	0.9	-3	-10	32
30	S=c1[nH]nc(-c2ccco2)n1/N=C/c1ccccn1	6	1.1	0	-5	1	2.0	0.9	-4	-13	-22
31	Cc1ccc(NC(=S)N(CCN(C)C)Cc2cc3cccc(C)c3[nH]c2=O)cc1	-1	1.1	-4	-8	1	-0.7	1	27	-6	13
32	CCNC(=O)C1CCCc2c1[nH]c1ccc(Cl)cc21 (stereo not given)	2	1	-2	3	1	1.3	1	3	-4	3
33	COc1ccccc1N1CCN(C(=O)COc2ccc(S(=O)(=O)NC(C)C)cc2)CC1	-4	1	-3	-4	1	-1.0	1	-3	-8	-14
34	O=C1OC(Nc2ccc3c(c2)OCO3)c2ccccc21 (stereo not given)	24	1	-5	-2	1.1	1.1	0.8	60*	-11	5
35	Cc1ccc(NC(=O)CCC(=O)c2ccc(F)cc2)cc1Cl	4	1.1	-9	-6	1.1	2.3	1	-1	-10	6
36	COc1ccc2[nH]c(=O)c(CN(C(=O)c3cccnc3)c3ccc(C)cc3)cc2c1	5	1	-4	-5	1	3.1	1	0	-7	-4
37	CCCCCCOC(=O)CCn1[nH]c(=O)c2ccccc2c1=O	4	1.1	-9	-5	1.1	1.6	1	-7	2	-5
38	Cc1c(NS(=O)(=O)c2ccc(Cl)c(C(=O)OCC(=O)NCc3ccco3)c2)c(=O)n(-c2ccccc2)n1C	-8	1	-6	-2	1.1	0.3	1.1	-5	-11	3
39	CC(C)(C)c1ccc(-n2nc(C(N)=O)c(O)cc2=O)cc1	-5	1.1	0	-5	1	0.5	1.1	4	-6	7
40	CCCCCC(=O)N1CCCC(c2nc(-c3ccc(OC)cc3)no2)C1 (stereo not given)	-6	1.1	-8	-6	1.1	0.8	1.1	7	0	-26
41	O=C(Nc1ccc(-n2nncc2-c2ccco2)cc1)c1ccc(F)cc1	-1	1	-7	-4	1.1	3.4	1	2	-11	6
42	Nc1nc2nc(-c3ccccc3)cc(=O)n2[nH]1	-13	1	40	-4	0.6	2.4	1.1	-6	-6	3
43	CCN(CC)C(=O)CSc1nnc(-c2ccccc2)n1-c1ccccc1	10	1.1	-10	-6	1.1	2.5	0.9	6	-12	-14
44	CC1Cc2ccccc2N1C(=O)CN1CCC(C(N)=O)CC1 (stereo not given)	-6	1	-4	-4	1	0.1	1.1	-4	-10	15
45	COc1ccc(-c2[nH]ncc2N=Nc2ccccc2)cc1	-16	1	-1	0	1	1.6	1.2	12	-21	18
46	CCN(CC)c1ccc(C(=O)N/N=C(\C)c2cccc(OC)c2)cc1	-27	1	-5	-4	1	1.4	1.3	-3	-19	28
47	Oc1c(I)cc(Cl)c2cccnc12	8	1	-5	-1	1	0.0	0.9	-4	-9	9
48	CCc1ccc(S(=O)(=O)NCc2cn3cccc(C)c3n2)s1	-15	1.1	-5	-5	1	0.4	1.1	-6	-7	4
49	CCc1ccc(Nc2nnc(SCn3nnc4ccccc4c3=O)s2)cc1	20	1	-5	-2	1	2.5	0.8	-9	-2	1
50	COc1cccc(-c2nn(-c3ccccc3)cc2C(=O)NCC(=O)O)c1	2	1	20	0	0.8	-0.8	1	-5	-10	-3
51	COc1ccc(C(C(=O)NC2CCCC2)N(C(=O)c2ccco2)c2ccc3c(c2)OCO3)cc1OC (stereo not given)	0	1	0	-4	1	1.9	1	-2	-7	8
52	Cc1ccc(Cl)cc1NC(=O)COC(=O)C12CC3CC(CC(C3)C1)C2	10&4	1&1	-4&-8	0&-2	1&1.1	5.5&4.3	0.9&1	-4&2	-4&-12	6&-12
53	CC(=N)C1=C(O)CC(C)(C)CC1=O	1	1	1	-2	1	1.1	1	-5	-10	12
54	CC(=O)n1nc(-c2ccccc2)nc1NCc1ccc(F)cc1	0	1	-9	0	1.1	-0.9	1	-1	24	-31
55	COc1ccc2c(c1OC)C(=O)OC2CC(=O)c1ccc(O)cc1 (stereo not given)	24	1	-3	0	1	-0.1	0.8	-2	-5	3
56	COc1ccc(NC2=NC(=S)N(c3ccccc3C)C23CCCCC3)cc1	3	1.1	-5	-8	1	-0.7	1	11	-12	-18
57	Cc1cc2c(C)nc(N/N=C/c3ccc([N+](=O)[O-])cc3)nc2o1	8	0.9	4	9	1	2.1	0.9	1	1	-10
58	O=C(/C=C/c1ccc(Br)cc1)NC(=S)NNC(=O)c1ccco1	-53	1	0	1	1	6.2	1.5	3	-132	-55
59	CC(C)Sc1nnc([C@@H]2CCCN2C(=O)OC(C)(C)C)o1	-11	1	-7	-1	1.1	0.6	1.1	-6	-7	-6
60	COc1ccc(/C(O)=C2\C(=O)C(=O)N(c3cc(C)on3)C2c2cccc(OC)c2OC)cc1C (stereo not given)	10	1.1	-6	-8	1.1	1.8	0.9	-3	-12	6

Continuation.
nr	Molecule	bIAP inh	TNAP act hi DEA	FLuc inhib CS	TNAP inh hi DEA	FLuc stim CS	RAM network inh	bIAP act	Lmaj promast	TNAP inh no acc	APP 5UTR inh
61	CNc1ccc(Br)cc(C(=O)/C=C/c2ccc3c(c2)OCO3)c1=O	5	0.9	8	11	0.9	2.3	1	72*	17	-3
62	COc1ccc(OC)c(NC(=O)COC(=O)c2nc(Cl)ccc2Cl)c1	-6	1.1	-1	-6	1	3.1	1.1	-4	-16	-7
63	CCOC(=O)c1c(NC(=O)CN2CCCCC2)sc(C)c1C	3	1	-5	-3	1	-0.6	1	-1	-8	2
64	COc1cccc(C(=O)Nc2c(F)c(F)c(F)c(F)c2F)c1	3	0.9	-1	7	1	1.2	1	-8	0	2

Assay outcomes from PubChem BioAssay.
